# Source: PubChem BioAssay (University of Kansas High Throughput Screening Laboratory)
# Pf apPOL inh: Pf-apPOL DNA polymerase inhibition; Recombinant Pf-apPOL, molecular beacon fluorescence, 1.5 h; inhibition, % at 10 µM; actives 0.25% (n = 210,000)
# mHTT CaM bind: inhibitors of human mutant huntingtin-calmodulin interaction | AID 1671202 | AlphaScreen His-mHTT/GST-CaM binding, luminescence | inhibition, % at 15 µM | P42858 | actives 3.6% (n = 190,000);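 further: 0% = both proteins with DMSO and 100% = one protein alone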
# * hit, by the source's call; i = inactive; x = no result given; & = joins results of further samples; ! = not confirmed by another sample. No stated cut-off is given here; in the data, active means inhibition above about 50%; inactive means the rest. Some of the compounds tested; count on the stated rates, not on these rows.
# Order of values – Pf apPOL inh | mHTT CaM bind
- CN(C)c1ccc(-c2cc[n+](-c3nc4ccccc4nc3[N-]S(=O)(=O)c3ccccc3)cc2)cc1
    x | -11
- COc1ccc(/C=N/OCc2nc3c4c5c(sc4ncn3n2)CCCCC5)cc1
    -1 | i
- COc1cc(/C=C2/SC(N3CCCCC3)=NC2=O)cc(OC)c1OC
    3 | 17
- O=C(Nc1ccc2oc(-c3cccc(Cl)c3)nc2c1)c1ccc2c(c1)OCCO2
    -8 | -5
- Cc1cccc(-n2nc3c(c2NC(=O)CCC2CCCCC2)CS(=O)C3)c1C (centres undefined)
    -1 | 11
- C=CCNC(=O)C1CCN(c2nccc(C)n2)CC1
    -3 | -9
- Cc1cc2ncn(Cc3ccccc3F)c2cc1C
    -6 | -4
- O=C(Nc1ccccc1)c1cc(S(=O)(=O)N2CCCCC2)ccc1Cl
    -3 | -3
- CN(C)c1ccc(NC(=O)c2ccc(Br)cc2)cc1
    7 | 7
- CN(C)CCNC(=O)C1CCN(c2nc3ccc(-c4cncnc4)nc3s2)CC1
    0 | -1
- C=C(C)COc1ccc2c(c1)OC(=Cc1ccc(OC)c(OC)c1OC)C2=O
    -2 | -12
- Cn1c(=O)c2c(nc(Oc3ccc(F)cc3)n2Cc2ccc(F)cc2)n(C)c1=O
    1 | 1
- Cc1cccc(OCCN2CCNCC2)c1C
    -9 | -7
- Cc1ccc(S(=O)(=O)N2CCN(Cc3nc4ccccc4n3C)CC2)cc1
    0 | 8
- CCCCN(CC)C(=O)CN1C(=O)NC2(CCCCC2)C1=O
    0 | 1
- CCOC(=O)Cn1cc(CN2C(C(=O)OC)CN(Cc3ccc(OC)cc3)CCS2(=O)=O)nn1 (centres undefined)
    -2 | -9
- C[C@@H]1CCCN1[C@@H]1CS(=O)(=O)N[C@H]1COCc1ccccc1
    2 | -1
- Cc1c(S(=O)(=O)N2CCCN(C(=O)OC(C)(C)C)CC2)cnn1-c1ccccc1
    -9 | x
- CSc1ccc(/C=C2/N=C(c3cccc([N+](=O)[O-])c3C)OC2=O)cc1
    -3 | 4
- CCC(C)NC(=O)c1ccc(-c2cccnc2)nc1 (centres undefined)
    -2 | -2
- O=C1OC(c2ccc([N+](=O)[O-])cc2)OC1c1ccccc1 (centres undefined)
    -7 | 14
- CC1=C(C(=O)Nc2ccc(C)cc2C)C(c2cccs2)n2c(nc3ccccc32)N1 (centres undefined)
    -4 | -1
- O=C(NCCC1CCN(C(=O)c2ccc(F)cc2)CC1)c1cccc(F)c1
    5 | -5
- Cc1cc(C)nc(NC(=O)COc2ccc(C(C)(C)C)cc2)n1
    1 | 16
- CCCCC(=O)N1CCN(c2nc(C(C)C)c3c(c2C#N)CC(C)(C)OC3)CC1
    -5 | -2
- O=C(Nc1ccc(C(=O)NC2CCCCC2)cc1)c1cncc(Br)c1
    0 | -4
- O=C(NCc1cccnc1)C(=O)Nc1ccccc1F
    4 | -6
- Cc1ccc(NS(=O)(=O)CC23CCC(CC2=O)C3(C)C)cc1 (centres undefined)
    1 | 1
- COC(=O)NC1CCN(c2ccccc2C(=O)N(C)C2CCCCC2)CC1
    -14 | 12
- O=C(/C=C/c1cccc([N+](=O)[O-])c1)NCc1cccnc1
    2 | 3
- NC(=O)c1cc2ccccc2oc1=Nc1ccc(C(F)(F)F)cc1
    1 | 6
- O=S(=O)(NC1CC1)c1ccc(OCCn2cnnn2)cc1
    x | -3
- O=C(Nc1nc(-c2ccc(Cl)c(Cl)c2)cs1)C1CC1
    3 | -4
- CCC(Sc1nnc2c3ccccc3n(C)c2n1)C(=O)N1CCCc2ccccc21 (centres undefined)
    -4 | 3
- CC(C)(C)CC(=O)NCC(=O)N1CCN(c2ccccn2)CC1
    0 | -3
- COc1cc2c(cc1OC)CN(Cc1ccc(NC(C)=O)cc1)CC2
    12 | -4
- Cc1cccc(CNC(=O)c2c(C)noc2-c2cccc(F)c2)c1
    2 | -14
- Cc1c(NC(=O)c2ccccc2I)cccc1-c1nc2ccccc2s1
    -4 | 4
- O=C(Nc1c(C(=O)Nc2ccc(F)cc2)cnn1-c1ccccc1)c1ccccc1F
    0 | 7
- O=C(NC1CCS(=O)(=O)C1)c1ccc(Br)cc1 (centres undefined)
    0 | -3
- CC(=O)Oc1cc2c(C(=O)NC3CC(C)(C)NC(C)(C)C3)c(C)oc2c2ccccc12
    -4 | 18
- O=C(NCc1csc(C2CCN(C(=O)C3CCC3)CC2)n1)C1CCC1
    -5 | -12
- Cc1ccc(S(=O)(=O)NCCSc2nncn2C)cc1
    -3 | -3
- O=c1cc(-c2cccs2)oc2ccccc12
    -7&-1 | 0
- CC(=O)NC(c1ccc(C)cc1)c1cc(Cl)c2cccnc2c1O (centres undefined)
    2&-56 | 100*!
- COc1ccc(CC(=O)N2CCN(c3ncccn3)CC2)cc1OC
    4 | x
- Cc1cccc(NC(=O)Cn2c(=O)oc3ccccc32)n1
    -7 | 5
- O=C1c2ccccc2C(=O)N1c1nc2c(Cl)cccc2s1
    1 | -2
- CCn1c(SCc2nc3ccc([N+](=O)[O-])cc3[nH]2)nc2ccccc21
    -6 | 26
- O=C(Nc1cccc(C(F)(F)F)c1)c1ccc(-c2ccccc2F)cc1
    -6&-4 | x
- CCc1onc(C)c1C1CCCN1C(=O)Nc1ccccc1Br (centres undefined)
    -3 | -2
- O=C(Cc1ccc(Cl)cc1)N1CCC2(CC1)NC(=O)N(Cc1ccccc1)C2=O
    -9 | 17
- O=C(NCCc1csc(-c2ccc(Cl)cc2)n1)Nc1ccc2c(c1)OCO2
    -4 | -1
- COCCNC(=O)C1CCN(c2ncccc2-c2nc(-c3cccc(C)c3)no2)CC1
    -4 | -8
- Cc1ccc(C23CC4CC(CC(C(=O)NC(C)(C)CO)(C4)C2)C3)cc1
    -2&1 | 7&4
- COc1ccc(OC)c(/C=C2\N=C(c3ccc(C)c([N+](=O)[O-])c3)OC2=O)c1
    -5 | 2
- CC(C)CNC(=O)c1cnn(-c2ccccc2)c1C(F)(F)F
    -6 | 0
- CCOc1ccc2nc(NC(=O)c3ccncc3)sc2c1
    -2 | 0
- Cc1c(Cl)cccc1N1C=C(C#N)S(=O)(=O)c2ccccc21
    -1 | -4
- Cc1cccc(-c2noc(NC(=O)ON=Cc3c(Cl)cccc3Cl)n2)c1
    -4 | x

# 2 entries from above, with each value named.
compound: CC(=O)Oc1cc2c(C(=O)NC3CC(C)(C)NC(C)(C)C3)c(C)oc2c2ccccc12
  Pf apPOL inh: -4 | mHTT CaM bind: 18

compound: O=C(NCc1csc(C2CCN(C(=O)C3CCC3)CC2)n1)C1CCC1
  Pf apPOL inh: -5 | mHTT CaM bind: -12

# The listing continues:
# Order of values – Pf apPOL inh | mHTT CaM bind
- Cc1ccc(-c2ccc(=O)n(CCc3nc(-c4ccccc4)no3)n2)cc1C
    -2 | -5
- Cc1noc(C)c1S(=O)(=O)N1CCC(C(C)C(=O)NCc2ccc(N(C)C)cc2)CC1 (centres undefined)
    3 | 3
- Cc1cccc(NC(=O)C2CCN(c3nnc4ccccn34)CC2)c1
    -2 | 1
- CCOc1ccccc1NC(=O)CN(c1ccc(C)c(C)c1)S(C)(=O)=O
    -1 | 18
- Cc1cc(C)cc(N2CC(C(=O)NC(C)(C)C)CC2=O)c1 (centres undefined)
    -6 | -1
- O=C(c1ccccc1)N1CCN(Cc2cccc([N+](=O)[O-])c2)CC1
    -5 | -2
- CC1(C)CC(=O)C(C(c2cccc([N+](=O)[O-])c2)C2C(=O)CC(C)(C)CC2=O)C(=O)C1
    -3 | -2
- NC(=O)c1ccccc1NC(=O)c1ccc(-c2ccccc2)cc1
    10 | -2
- COc1ccc(C2C(C(C)=O)=C(O)C(=O)N2C)cc1 (centres undefined)
    -9 | 2
- O=C(CCSc1ccccc1)N1CCN(c2ccccc2F)CC1
    -8 | -16
- Cc1cc(C)cc(C(=O)N2CCc3c(c(-c4nc(-c5ccccc5F)no4)nn3C)C2)c1
    -4 | 1
- CCOC(=O)c1cccc(NC(=O)C2Oc3ccccc3NC2=O)c1 (centres undefined)
    6 | 36
- Cc1cc(C(=O)O)c2cc(O)ccc2n1
    -2 | -1
- COc1cccc(C(=O)N2CCC3(C2)NC(=O)N(Cc2ccc(Cl)cc2)C3=O)c1 (centres undefined)
    -1 | 12
- CCCN1C(=O)C2CCC(=O)N2c2ccc(C(=O)NC(C)C)cc21 (centres undefined)
    -10 | -8
- O=C(O)c1nn(-c2ccccc2)nc1-c1nn(-c2ccccc2)nc1C(=O)O
    -2 | 0
- Cc1ccc(C(=O)N2CCc3c(nc4cc(-c5ccccc5)[nH]n4c3=O)C2)cc1F
    3 | -4
- COc1ccc2c(c1OC)C(=O)OC2Nc1ccc(F)c([N+](=O)[O-])c1 (centres undefined)
    6 | 0
- O=C1c2ccccc2NC(c2cccc(O)c2)N1c1ccc(Cl)cc1 (centres undefined)
    -3 | -5
- COc1ccc(CNC(=O)c2ccc3c(c2)NC(=O)C2CCCCN32)c(OC)c1 (centres undefined)
    1 | 6
- O=C(CNC(=O)c1c[nH]c2ccccc12)NCCCn1ccnc1
    -8 | -14
- C[C@H]1COc2cc(N3CCCC3)ccc2S(=O)(=O)N1
    -7 | -4
- NCCCC(=O)O
    2 | x
- COCCCNC(=O)c1cccc(C)c1
    1 | 3
- Cc1cc(O)cc(C)c1NC(=O)c1cccc([N+](=O)[O-])c1
    -7 | 1
- O=C(Nc1ccc(F)cc1)C1CCCC1
    1 | -1
- COc1cc2c(cc1OC)C(C)N(CC1C(=O)OC3CC4(C)CCCC(C)C45OC5C31)CC2 (centres undefined)
    -10 | x
- O=C(Nc1ccc2snnc2c1)N1CCCCC1
    -5 | 2
- Cc1coc(C)c1C(=O)Nc1ccc(Br)cc1
    -3 | -5
- Cn1nc(CC(=O)NCc2ccc(F)cc2)c2ccccc2c1=O
    -1 | 0
- COc1ccc(C(=O)N2CCc3c(c(C(=O)NCc4ccc(Cl)cc4)nn3C)C2)cc1
    -1 | 80*
- COc1ccccc1NC(=O)c1c(NCc2cccnc2)sc2c1CCCCC2
    -19 | 80*
- CN(C)S(=O)(=O)c1ccc(-c2nnc(NC(=O)Cc3cccs3)o2)cc1
    4 | 15
- Cc1cc(C)nc(NS(=O)(=O)c2ccc(NC(=O)c3ccc4c(c3)OCO4)cc2)n1
    -3 | 3
- C=CCn1c(SCC(=O)c2cccs2)nc2sc(CC)cc2c1=O
    -4 | -7
- Cn1c(Nc2nc3ccccc3s2)nc(=O)c2ccccc21
    -6 | -3
- COc1ccc(NC(=O)N2CCC3(CC2)NC(=O)c2cc(Cl)ccc2N3C)cc1OC
    -6 | 17
- Cc1ccc(CNC(=O)CN2CCC(c3nc(-c4ccccc4)no3)CC2)cc1
    3 | -2
- C=CCn1c(-c2cccs2)nc(-c2ccccc2)c1-c1ccccc1
    -2 | x

# Laid out differently: 25 of the compounds above
canonical_smiles | Pf apPOL inh | mHTT CaM bind
Cc1cc(C)cc(C(=O)N2CCc3c(c(-c4nc(-c5ccccc5F)no4)nn3C)C2)c1 | -4 | 1
CCOC(=O)c1cccc(NC(=O)C2Oc3ccccc3NC2=O)c1 (centres undefined) | 6 | 36
Cc1cc(C(=O)O)c2cc(O)ccc2n1 | -2 | -1
COc1cccc(C(=O)N2CCC3(C2)NC(=O)N(Cc2ccc(Cl)cc2)C3=O)c1 (centres undefined) | -1 | 12
CCCN1C(=O)C2CCC(=O)N2c2ccc(C(=O)NC(C)C)cc21 (centres undefined) | -10 | -8
O=C(O)c1nn(-c2ccccc2)nc1-c1nn(-c2ccccc2)nc1C(=O)O | -2 | 0
Cc1ccc(C(=O)N2CCc3c(nc4cc(-c5ccccc5)[nH]n4c3=O)C2)cc1F | 3 | -4
COc1ccc2c(c1OC)C(=O)OC2Nc1ccc(F)c([N+](=O)[O-])c1 (centres undefined) | 6 | 0
O=C1c2ccccc2NC(c2cccc(O)c2)N1c1ccc(Cl)cc1 (centres undefined) | -3 | -5
COc1ccc(CNC(=O)c2ccc3c(c2)NC(=O)C2CCCCN32)c(OC)c1 (centres undefined) | 1 | 6
O=C(CNC(=O)c1c[nH]c2ccccc12)NCCCn1ccnc1 | -8 | -14
C[C@H]1COc2cc(N3CCCC3)ccc2S(=O)(=O)N1 | -7 | -4
NCCCC(=O)O | 2 | x
COCCCNC(=O)c1cccc(C)c1 | 1 | 3
Cc1cc(O)cc(C)c1NC(=O)c1cccc([N+](=O)[O-])c1 | -7 | 1
O=C(Nc1ccc(F)cc1)C1CCCC1 | 1 | -1
COc1cc2c(cc1OC)C(C)N(CC1C(=O)OC3CC4(C)CCCC(C)C45OC5C31)CC2 (centres undefined) | -10 | x
O=C(Nc1ccc2snnc2c1)N1CCCCC1 | -5 | 2
Cc1coc(C)c1C(=O)Nc1ccc(Br)cc1 | -3 | -5
Cn1nc(CC(=O)NCc2ccc(F)cc2)c2ccccc2c1=O | -1 | 0
COc1ccc(C(=O)N2CCc3c(c(C(=O)NCc4ccc(Cl)cc4)nn3C)C2)cc1 | -1 | 80*
COc1ccccc1NC(=O)c1c(NCc2cccnc2)sc2c1CCCCC2 | -19 | 80*
CN(C)S(=O)(=O)c1ccc(-c2nnc(NC(=O)Cc3cccs3)o2)cc1 | 4 | 15
Cc1cc(C)nc(NS(=O)(=O)c2ccc(NC(=O)c3ccc4c(c3)OCO4)cc2)n1 | -3 | 3
C=CCn1c(SCC(=O)c2cccs2)nc2sc(CC)cc2c1=O | -4 | -7
